AID2073: disruptors of CaV2.2 binding to Mint1 – biochemical, HTRF (AID 2073); HTRF protein-protein interaction, Mint1-CaV2.2; higher % means a stronger effect; 290,000 tested, 0.19% active; inhibition, % at 20 µM, or IC50 in µM where a hit was titrated; in the data active = inhibition mostly above about 51%, no sharp cut-off; inconclusive = no clear call, values can overlap the other calls; inactive = mostly below about 53%; also: some results filed as inactive read as strong as hits
HEK293 NOD2/NF-kB: NOD2 signaling inhibitors, cell-based, luminescence, uHTS, HEK293 (AID 1566); HEK293 NOD2/NF-kB luciferase reporter, luminescence; higher % means a stronger effect; 290,000 tested, 0.63% active; inhibition, % at 4 µM, or EC50 in µM where a hit was titrated; also: many of its hits are not listed in these tables
HIV fusion peptide: inhibitors of HIV fusion peptide binding, primary screen, biochemical, uHTS, fluorescence dequenching (AID 1986); cell-free peptide binding, fluorescence dequenching, 30 min; higher % means a stronger effect; inhibition, % at 20 µM; hits with a dose series show IC50 in µM; 290,000 tested, 0.3% active; in the data active = inhibition mostly above about 52%, no sharp cut-off; inactive = mostly below about 76%; also: some results filed as inactive read as strong as hits
NS5 inhibitors: Dengue-2 NS5 methyltransferase inhibitors, primary screen, biochemical, confirmation dose response (AID 588689); Dengue-2 NS5 methyltransferase capping enzyme assay, biochemical; higher % means a stronger effect; inhibition, % at 25 µM, or IC50 in µM where a hit was titrated; 340,000 tested, 0.3% active; in the data active = a potency from the dose series; inconclusive = inhibition above about 29% without an active follow-up result
LYP phosphatase: PTPN22 lymphoid phosphatase activity blockers – biochemical, fluorescence intensity, uHTS (AID 1779). inhibition, % at 11.5 µM; hits with a dose series show IC50 in µM. 290,000 tested, 0.054% active. recombinant LYP phosphatase, fluorescence intensity; higher % means a stronger effect;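 also: plate controls were vehicle with enzyme for no effect and no enzyme for full effect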
Siah-1 displacement: blockers of Siah-1 interaction with plectin peptide – biochemical, fluorescence polarization, rhodamine-plectin, uHTS, primary screen (AID 1817); Siah-1 / rhodamine-plectin peptide fluorescence polarization; higher % means a stronger effect; displacement, % at 20 µM, or IC50 in µM where a hit was titrated; 290,000 tested, 0.02% active;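 active = displacement of at least 50% at 20 µM, with a fluorescence ratio check between 0.3 and a set limit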;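 also: plate controls were Siah plus tracer with DMSO for no effect and tracer alone without Siah for full effect; strong numbers were not always called active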
Hep lipid drop: hepatic lipid droplet formation modulation; 240,000 tested, 0.4% active; AML12 mouse hepatocytes, oleate lipid droplets, BODIPY imaging; inhibition, % at 6.5 µM;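 active = lipid droplet intensity inhibited by at least 50%, with more than 500 cells counted; inconclusive = wells with under 300 cells, treated as cytotoxic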
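Assay system: AML12 hepatocytes (mouse); Probe or stimulus: oleic acid at 100 µM to induce lipid droplet formation; Dosing: compound at 6.5 µM only; Schedule: compound with oleate, overnight; Detection: fluorescence imaging, 20x objective, two fields per well; Measure: % inhibition of lipid droplet signal.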
Myeloid diff MLP: promotes myeloid progenitor differentiation. calls only at 10 µM. 360,000 tested, 1% active. ER-HoxA9 myeloid progenitors, lysozyme-GFP differentiation, flow cytometry;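 active = normalized GFP-positive differentiation at or above the plate's own cutoff, the solvent-only control mean plus 3 SD; inconclusive = no clear call, values can overlap the other calls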;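 also: cells exposed to compound for four days before flow analysis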
XIAP antagonists: XIAP antagonists, biochemical, IAP family, fluorescence polarization (AID 1018). 200,000 tested, 0.007% active. XIAP BIR domain, fluorescence polarization peptide displacement; higher % means a stronger effect. displacement, % at 20 µM, or IC50 in µM where a hit was titrated; in the data active = displacement above about 50%; also: a part of the inactive calls stands beside numbers as strong as those of hits
Hep lipid drop cells 6.5 µM: also measured in Hep lipid drop; calls as there; cell count; measured here: cell count, cytotoxicity flag;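 cells counted across two imaged fields per well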
NS5 inhibitors pilot replicate: second read-out of NS5 inhibitors, no call of its own (marks repeat the call); inhibition, %; measured here: pilot screen replicate inhibition
Myeloid diff MLP GFP+ MAC1+ %: also measured in Myeloid diff MLP; calls as there; GFP+ MAC1+ double positive, %; measured here: differentiation confirmed by MAC1 staining
* hit, by the source's call; i = inactive; ? = inconclusive; / = not tested or not shown. Rule as the data show it, unless noted: active = inhibition above about 50%; inactive = the rest. These rows are one share of the data; the hit share may differ from the screen's.

SMILES	AID2073	HEK293 NOD2/NF-kB	HIV fusion peptide	NS5 inhibitors	LYP phosphatase	Siah-1 displacement	Hep lipid drop	Hep lipid drop cells 6.5 µM	Myeloid diff MLP	Myeloid diff MLP GFP+ MAC1+ %	XIAP antagonists	others
O=C(CN1CCCC1)Nc1ccc(F)cc1	-9%	16%	0.1%	-2%	-8%	-4%	1	699	i	0.4	-8.9%
Cc1ccc(-n2ncc3c2CC(C)(C)CC3NC(=O)CCCN2CCCCC2=O)cc1 (configuration not stated)	4%	13%	-1.1%	4%	-6%	1%	29	690	i	0.0	/
CC(C)[C@H](NC(=O)C1CC(=O)N(c2ccc(F)cc2)C1)C(=O)N1CCCCC1 (some centres not stated)	6%	9%	-0.2%	0%	-8%	-5%	-1	714	i	0.8	/
CN(C(=O)COC(=O)c1ccccc1NC(=O)c1ccco1)C1CCS(=O)(=O)C1 (configuration not stated)	2%	-16%	-1.1%	5%	-1%	4%	18	683	i	0.2	-5.8%
CC(=O)NCC(=O)N(C)C(C(=O)Nc1ccc(C(C)C)cc1)c1ccccc1 (configuration not stated)	0%	-7%	-0.1%	-2%	-2%	3%	2	748	i	0.8	-3.6%
O=C(CCn1c(=O)[nH]c2ccsc2c1=O)N1CCN(c2cccc(Cl)c2)CC1	2%	-64%	-1.7%	1%	1%	3%	/	/	i	0.9	-2.8%
O=C(NCc1nnc2c(C(F)(F)F)cc(Cl)cn12)c1cccnc1	1%	-9%	0.2%	-5%	-7%	-1%	-7	683	i	0.5	/
S=C1NC2(CCCCCC2)N=C1c1ccccc1	-17%	8%	0.0%	-6%	-2%	2%	28	773	i	0.4	-4.1%
O=C(O)CCCC(=O)Nc1cc([N+](=O)[O-])ccc1O	-4%	-6%	0.3%	-9%	-4%	11%	-2	661	i	0.4	-5.5%
O=C(c1ccccc1Cl)N1CCCC(c2nc3c(nnn3Cc3ccccc3)c(=O)[nH]2)C1 (configuration not stated)	-1%	22%	2.1%	4%	-10%	1%	/	/	i	12	-4.7%
COc1ccc(-n2c(CNC(=O)COc3ccccc3)n[nH]c2=S)cc1	6%	12%	3.8%	-9%	-7%	9%	11	767	i	0.6	-1.6%
CCOc1cc(/C=N/NC(=O)c2cccc([N+](=O)[O-])c2)ccc1OS(=O)(=O)c1ccccc1	2%	19%	-2.4%	-4%	-1%	4%	/	/	i	0.5	-2.6%
O=C(CSc1cn(CCNC(=O)c2ccc3ccccc3c2)c2ccccc12)NCc1ccco1	2%	1%	2.9%	2%	-4%	1%	-32	624	i	3.9	-4.6%
Clc1ccccc1CN1CCC(Cc2ccccc2)CC1	35%	-28%	-1.9%	-5%	-4%	-1%	7	557	i	0.1	-5.2%
CC(=O)c1c(C)n(CCO)c2ccc(O)cc12	0%	3%	-1.1%	1%	-6%	6%	4	824	i	8.2	-21%
Cc1cccc(N(CC(=O)NC2CCCCC2)C(=O)Cn2nnc(-c3ccc(C)o3)n2)c1	27%	13%	-0.6%	1%	2%	0%	1	691	i	0.2	-12%
CC(C)c1nc(Cl)c(C#N)c2c1COC(C)(C)C2	-16%	13%	-1.2%	-9%	-3%	7%	7	726	i	0.5	/
C/C(=N\NC(=O)COc1ccccc1-c1ccccc1)c1ccc(O)cc1O	17%	44%	-1.1%	-6%	-3%	5%	16	682	i	0.3	/
CCOCCn1c(CN2CCN(CCO)CC2)nc2c1c(=O)n(C)c(=O)n2C	2%	8%	-0.1%	-2%	-4%	2%	9	768	i	3.3	/
Cn1c(=O)n(CCOc2ccc(Cl)cc2Cl)c2ccccc21	0%	3%	-0.9%	5%	-1%	5%	6	764	i	1.0	-0.3%

Reprinted at random: two entries already listed
SMILES	AID2073	HEK293 NOD2/NF-kB	HIV fusion peptide	NS5 inhibitors	LYP phosphatase	Siah-1 displacement	Hep lipid drop	Hep lipid drop cells 6.5 µM	Myeloid diff MLP	Myeloid diff MLP GFP+ MAC1+ %	XIAP antagonists	others
COc1ccc(-n2c(CNC(=O)COc3ccccc3)n[nH]c2=S)cc1	6%	12%	3.8%	-9%	-7%	9%	11	767	i	0.6	-1.6%
CCOCCn1c(CN2CCN(CCO)CC2)nc2c1c(=O)n(C)c(=O)n2C	2%	8%	-0.1%	-2%	-4%	2%	9	768	i	3.3	/

Next section
SMILES	AID2073	HEK293 NOD2/NF-kB	HIV fusion peptide	NS5 inhibitors	LYP phosphatase	Siah-1 displacement	Hep lipid drop	Hep lipid drop cells 6.5 µM	Myeloid diff MLP	Myeloid diff MLP GFP+ MAC1+ %	XIAP antagonists	others
CC(=O)c1cc2c(cc1NC(=O)CCC1CCCC1)OCO2	0%	21%	-2.2%	/	0%	-8%	0	679	/	/	-10%
Cc1nn(CC(=O)Nc2ccc(Br)cc2F)c(=O)c2cccn12	8%	17%	0.5%	-13%	-15%	9%	5	743	i	0.6	/
COc1cc(/C=N/NC(=O)c2ccncc2)ccc1OCC(=O)Nc1ccccc1	4%	-7%	-0.9%	-4%	-4%	-3%	-3	755	i	1.6	/
O=C(Cn1cncn1)NCc1cccc2ccccc12	8%	-12%	-0.2%	2%	-6%	-3%	/	/	i	1.5	-4.2%
CCOc1cc2[nH]c(=S)n(Cc3ccc(C(=O)NCCCN4CCOCC4)cc3)c(=O)c2cc1OCC	-35%	21%	0.0%	4%	-13%	9%	9	790	?	/	/
COc1ccc(OC)c(-n2c(-c3cc(-c4ccco4)[nH]n3)n[nH]c2=S)c1	32%	10%	35%	17%	-14%	-10%	17	690	/	/	-7.5%
CCOC(=O)NC(=O)c1cn(C(CC)CO)c(=O)[nH]c1=O (configuration not stated)	6%	10%	-1.0%	-5%	-11%	-3%	0	673	i	0.9	-0.7%
COC(=O)c1ccc(N=NN2CCOCC2)cc1	-4%	-38%	2.7%	-4%	-6%	3%	-1	714	i	0.6	-0.4%
COC(=O)c1ccc(N2CCCCC2)c(N)c1	-3%	-50%	0.3%	-7%	-6%	-1%	6	683	i	0.6	-2.9%
COc1ccccc1OCC(=O)NNC(=O)c1cnccn1	2%	14%	-1.7%	4%	-13%	-4%	/	/	i	0.9	-3.3%
COc1ccc(S(=O)(=O)NCCSCc2ccccc2C)cc1Br	-12%	2%	-2.2%	-1%	-2%	3%	/	/	i	1.1	1.1%
O=C(C[n+]1ccccc1)Nc1ccccc1C(=O)O	8%	12%	1.2%	/	-2%	8%	3	719	i	0.4	-4.5%
COc1ccc2cc(-c3cc(C(=O)OCC(=O)Nc4c(C)n(C)n(-c5ccccc5)c4=O)c4ccccc4n3)ccc2c1	46%	-103%	4.5%	1%	8%	24%	-12	465	i	0.5	-4.3%
CCN(CC)S(=O)(=O)c1ccc(OC(C)C)c(NC(=O)c2c3c(nc4ccccc24)CCN(Cc2ccccc2)C3)c1	18%	7%	1.1%	-7%	18%	-1%	11	615	?	/	-5.3%
COc1cc2c(cc1OC)C(c1cccs1)N(C(=O)c1cccc(S(=O)(=O)N(C)C)c1)CC2 (configuration not stated)	-4%	-14%	-3.6%	-13%	3%	-1%	-5	664	i	0.3	/
Cc1cc(Nc2ccc(F)cc2)nc(N)n1	-6%	3%	-4.4%	-1%	-2%	5%	/	/	i	0.9	-8.4%	NS5 inhibitors pilot replicate=4.7
CC(O)CN1C(=O)C(CC(=O)Nc2ccc(Cl)cc2)SC1=Nc1ccccc1 (configuration not stated)	6%	-2%	0.6%	2%	-6%	0%	-15	800	i	0.3	-5.2%
CN1CCCC(OC(=O)c2cccc(Cl)c2)C1 (configuration not stated)	-4%	-11%	0.0%	3%	-7%	-4%	-7	770	i	0.5	/
O=C(Nc1cccc(OCC(=O)N2CCOCC2)c1)C1CCCCC1	6%	16%	-0.1%	-5%	-8%	-2%	-7	745	i	0.9	-2.1%
NS(=O)(=O)c1cccc(NC(=O)CSc2nc3nc(-c4cccs4)cc(C(F)(F)F)c3c(=O)[nH]2)c1	21%	5%	54%	-10%	2%	6%	-3	749	i	0.3	/
O=C1C(=O)N(c2ccccn2)C(c2ccc(Br)cc2)/C1=C(/O)c1ccc(Br)cc1 (configuration not stated)	16%	-66%	34%	3%	-11%	-4%	-14	768	i	2.5	/	NS5 inhibitors pilot replicate=1.2
O=C(Nc1ccccc1)Nc1c(F)cccc1F	18%	-12%	-0.6%	-10%	-6%	-7%	-1	672	i	0.3	-0.8%
Cc1sc(NC(=S)NC(=O)C2CCCCC2)c(C(N)=O)c1C	12%	-18%	13%	-3%	-4%	14%	2	635	i	0.4	2.9%
C=CCN(c1ccccc1)S(=O)(=O)c1ccc2[nH]cc(C(=O)NCCOC)c(=O)c2c1	6%	9%	2.7%	-3%	-4%	8%	-3	762	i	1.2	/
CN(C(=O)CSc1nc2c(cnn2-c2ccccc2)c(=O)[nH]1)C1CCS(=O)(=O)C1 (configuration not stated)	-12%	8%	-2.2%	/	-5%	2%	44	672	/	/	-6.3%
COC(CNC(=O)C(C)n1nc(C)c2ccccc21)OC (configuration not stated)	5%	-1%	0.3%	0%	2%	4%	-14	742	i	0.5	-4.7%
COc1ccc(NC(=O)C2CCCN(S(=O)(=O)c3ccc4c(c3)CCCN4C(C)=O)C2)cc1 (configuration not stated)	4%	0%	0.7%	28%	-14%	-8%	-1	671	i	3.4	/

Entries listed so far containing an aryl methoxy group:
SMILES	AID2073	HEK293 NOD2/NF-kB	HIV fusion peptide	NS5 inhibitors	LYP phosphatase	Siah-1 displacement	Hep lipid drop	Hep lipid drop cells 6.5 µM	Myeloid diff MLP	Myeloid diff MLP GFP+ MAC1+ %	XIAP antagonists	others
COc1ccc(-n2c(CNC(=O)COc3ccccc3)n[nH]c2=S)cc1	6%	12%	3.8%	-9%	-7%	9%	11	767	i	0.6	-1.6%
COc1cc(/C=N/NC(=O)c2ccncc2)ccc1OCC(=O)Nc1ccccc1	4%	-7%	-0.9%	-4%	-4%	-3%	-3	755	i	1.6	/
COc1ccc(OC)c(-n2c(-c3cc(-c4ccco4)[nH]n3)n[nH]c2=S)c1	32%	10%	35%	17%	-14%	-10%	17	690	/	/	-7.5%
COc1ccccc1OCC(=O)NNC(=O)c1cnccn1	2%	14%	-1.7%	4%	-13%	-4%	/	/	i	0.9	-3.3%
COc1ccc(S(=O)(=O)NCCSCc2ccccc2C)cc1Br	-12%	2%	-2.2%	-1%	-2%	3%	/	/	i	1.1	1.1%
COc1ccc2cc(-c3cc(C(=O)OCC(=O)Nc4c(C)n(C)n(-c5ccccc5)c4=O)c4ccccc4n3)ccc2c1	46%	-103%	4.5%	1%	8%	24%	-12	465	i	0.5	-4.3%
COc1cc2c(cc1OC)C(c1cccs1)N(C(=O)c1cccc(S(=O)(=O)N(C)C)c1)CC2 (configuration not stated)	-4%	-14%	-3.6%	-13%	3%	-1%	-5	664	i	0.3	/
COc1ccc(NC(=O)C2CCCN(S(=O)(=O)c3ccc4c(c3)CCCN4C(C)=O)C2)cc1 (configuration not stated)	4%	0%	0.7%	28%	-14%	-8%	-1	671	i	3.4	/
